Source: PubChem (Broad Institute)
PGC1a acetyl inh: inhibitors of PGC1a acetylation signal, primary screen, cell-based, U2OS, AlphaScreen, inhibitor mode. AlphaScreen anti-acetyl-lysine; with virally co-expressed GCN5 acetyltransferase. inhibition, % at 15.6 µM. 0.17% of 350,000 active. AID 651687, 2012;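 active = every replicate shows inhibition of at least 40%; inconclusive = mean inhibition at least 40% but some replicate below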;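 note: 0% = neutral control wells and 100% = positive control wells; some results beyond the cut were filed as inactive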
ARNT TACC3 PPI: disruptors of ARNT/TACC3 protein interaction, primary screen, biochemical, AlphaScreen, single concentration; Transforming acidic coiled-coil-containing protein 3 (Homo sapiens), Q9Y6A5; AlphaScreen His-ARNT PAS-B/GST-TACC3 binding, luminescence; TACC3 fragment carries E629A point mutation; inhibition, % at 9.99 µM; 0.66% of 390,000 active;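 active = mean inhibition of replicates at least 50% and at least half of replicates each reaching 50%; inconclusive = half or more replicates reach 50% but mean below 50%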;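 note: 0% = complete ARNT plus TACC3 wells and 100% = ARNT alone without TACC3; many hits fall short of the cut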
* = called active by the depositor; ? = inconclusive.

PGC1a acetyl inh	ARNT TACC3 PPI	SMILES
-30	11	Cc1nn(-c2ccccn2)c2nc(-c3cccs3)cc(C(=O)NCc3ccco3)c12
-7	4	Cc1ccc(C(=O)NNC(=O)c2cc3cc4ccccc4nc3s2)cc1
9	-2	COc1cc(C(=O)NCc2ccc(-n3cccc3)cc2)cc(OC)c1OC
-2	-3	N#Cc1ccc(NC(=O)c2nc(-c3ccccc3)n(-c3ccccc3)n2)cc1
-10	-4	COc1ccc(-c2nc3ccccc3n2CCC(C)C)cc1OC
7	-5	Cc1cccc(C)c1N(CC(=O)NN=C1CCCCCC1)S(C)(=O)=O
1	-8	CCCC(=O)Nc1ccc(Cl)c(NC(=O)c2cccnc2Cl)c1
6	0	C=CCn1c(-c2cc(Cl)ccc2OC)n[nH]c1=S
11	-16	Cc1ccc(Cl)cc1NC(=O)CCC(=O)Nc1cc(Cl)ccc1C
8	0	O=C(Cn1c(CO)nc2ccccc21)NC1CCCCCC1
0	-5	O=C(NCCCN1CCOCC1)c1coc2ccccc2c1=O
-8	5	Cc1cc(C)n(CC(O)Cn2c3ccc(Br)cc3c3cc(Br)ccc32)c(=O)n1 (configuration not stated)
-7	-6	COc1cc(C2C(C#N)=C(C)NC3=C2C(=O)CC(C)(C)C3)ccc1O (configuration not stated)
-23	-5	Cc1sc2ncnc(OCC(=O)NCc3cccs3)c2c1C
4	-2	CCOC(=O)Cn1nc(C)c(NC(=O)COc2ccc(F)cc2F)c1C
-10	-8	CC1(C)Cn2c(nc(=O)c3c2NCN(CCc2ccccc2)C3)S1
4	2	O=C(Nc1ccccc1C(=O)O)c1ccc2ccccc2n1
-4	21	CN1CCN(CC(=O)N2c3ccccc3C(C)(c3ccccc3)CC2(C)C)CC1 (configuration not stated)
5	-6	CS(=O)(=O)Nc1ccc2c3c(cccc13)CC2
-8	-9	CC(C)CCOc1ccc(C(=O)C[N+]2(C)CCOCC2)cc1
14	-6	CCCCCCn1ccc(=N)cc1
-9	6	COc1cccc(C(=O)Nc2nnc(C3CCCO3)s2)c1 (configuration not stated)
2	1	O=C(NNC(=O)C1CC(c2cccnc2)=NO1)Nc1cccc(F)c1 (configuration not stated)
-2	1	CNC(=O)c1sccc1S(=O)(=O)Cc1c(Cl)cccc1Cl
10	-2	CC(=O)Nc1ccc(S(=O)(=O)Nc2nc(C)cc(-n3nc(C)cc3C)n2)cc1
-13	-5	C/C(=N\OC(=O)c1ccc(Cl)cc1)c1sc(-c2ccccc2)nc1C
-9	1	O=C(COc1ccc2ccccc2c1)NNC(=O)[C@@H]1CCCC[C@@H]1C(=O)O
3	8	Cc1cnn(-c2cc(N/N=C/c3ccccc3F)ncn2)c1
0	-7	CC(C)(C)C1=C(C#N)C(c2cc3c(cc2Br)OCO3)C(C#N)=C(N)O1 (configuration not stated)
-1	1	COc1ccc(CN2CC(C(=O)NCc3cccc(OC)c3)CC2=O)cc1 (configuration not stated)

Grouped by structure: the entries above with fluorine
PGC1a acetyl inh	ARNT TACC3 PPI	SMILES
4	-2	CCOC(=O)Cn1nc(C)c(NC(=O)COc2ccc(F)cc2F)c1C
2	1	O=C(NNC(=O)C1CC(c2cccnc2)=NO1)Nc1cccc(F)c1 (configuration not stated)
3	8	Cc1cnn(-c2cc(N/N=C/c3ccccc3F)ncn2)c1

Other records.
PGC1a acetyl inh	ARNT TACC3 PPI	SMILES
5	0	CCOC(=O)C1=C(CSc2nc(C)cc(C)c2C#N)OC(N)=C(C#N)C1c1ccccc1 (configuration not stated)
-12	1	CCOc1ccccc1NC(=O)CCC(=O)Nc1ccc2nc(N3CCN(C)CC3)cc(C)c2c1
9	1	CCOC(=O)NC(=O)/C(C#N)=N\Nc1ccc(Cl)cc1
11	-14	C=CCn1cnc2scc(-c3ccccc3)c2c1=O
0	-1	CCn1c(C(O)c2cccc(OC)c2OC)nc2ccccc21 (configuration not stated)
8	4	O=C(Nc1ccccn1)NC1CCCCC1
7	2	O=C(Nc1ccc(F)cc1)c1cccnc1N1CCOCC1
2	-4	COc1ccccc1C(=O)NCC(=O)Nc1cccnc1
-1	-15	COc1ccccc1CNC(=O)COC(=O)c1n[nH]c2ccccc12
5	-4	COc1cc(C(=O)N/N=C/c2ccsc2C)cc(OC)c1OC
-15	-4	CCOc1ccc2nc(NC(=O)CSc3ccccc3)sc2c1
-3	-26	CCOC(=O)c1ccc(COC(=O)c2cc(=O)[nH]c3ccccc23)o1
-8	5	CSCC[C@H](Nc1ncnc2sc(C)c(C)c12)C(=O)O
12	-2	COc1ccc(N/N=C(/N=Nc2nc(C)cc(=O)[nH]2)c2ccccc2)cc1
-23	4	Cc1ccc(O)c(NC(=S)NC(=O)c2ccc(-c3ccc(Cl)cc3)o2)c1
10	-1	CCn1c(SCc2ccc(C(=O)Nc3cc(C)cc(C)c3)cc2)nnc1-c1ccncc1
4	-3	O=C1CN2C(=Nc3ccc(Br)cc3C2c2ccccc2)CCN1 (configuration not stated)
9	6	CC(NC(=O)CN1CCN(c2ncccn2)CC1)c1ccc(F)cc1 (configuration not stated)
-6	-4	CNc1nc(C)cc(C)c1S(=O)(=O)c1ccc(Cl)cc1
1	-6	CCOC(=O)c1nn(-c2ccccc2C)c2nc(-c3ccc(Cl)cc3)c(C#N)c(=O)n12
-3	-1	O=C(Nc1ccc(-n2cnnn2)cc1)C1CCCCC1
-1	-5	CC(=O)N(CCO)Cc1cc2cc(C)cc(C)c2[nH]c1=O
-2	-8	O=C(NCCN1CCOCC1)c1cc(=O)[nH]c2ccc(Br)cc12
-5	-6	Cc1ccc2nc(-c3ccc(NC(=O)CN(c4ccccc4C)S(C)(=O)=O)cc3)sc2c1
-1	-9	Cc1cc(C(F)F)n2nc(C(=O)Nc3cccc(C(F)(F)F)c3)nc2n1
-39	-1	CCCOP(=O)(OCCC)C1(Nc2ccc(C)cc2)CCCCC1
-19	1	Cc1cn(C(=O)c2cccc(Br)c2)c(C)n1
12	0	Cc1ccc(CN=C2NC(=O)C(CC(=O)NCCc3ccccc3)S2)cc1 (configuration not stated)
-6	-3	COc1ccc(/C=C/C(=O)NC(=S)NNC(=O)Cc2cccs2)cc1
-4	-17	COc1ccc(N2C(=O)CCC2(C(N)=O)c2ccccc2)cc1 (configuration not stated)
2	9	Cc1oc(C)c2c(=O)ccc3c(c12)OC(N)=C(C#N)C3c1ccc(F)cc1 (configuration not stated)
13	17	O=C(CSc1ncnc2ccccc12)NCCCO
0	-3	CCC(C)(C)NC(=O)C(c1cccs1)N(CC1CCCO1)C(=O)Cn1nnc2ccccc21 (configuration not stated)
-1	-2	Cc1cc(Cl)ccc1Oc1ncc(-c2ccc(Cl)cc2)cn1
5	2	Clc1cnc(N/N=C/c2cccs2)c(Cl)c1
-3	5	CC12CN3CC(C)(CN(C1)C3c1ccc3c(c1)OCO3)C2=O (configuration not stated)
22	-4	O=C1C(=O)N(CCO)C(c2cccc(F)c2)/C1=C(\O)c1ccc(Cl)cc1 (configuration not stated)
-9	-2	O=C(CSc1nnc(Cc2ccccc2)n1Cc1ccco1)NC1CCCC1
22	-1	CC(Oc1ccc(Cl)cc1)C(=O)OCC(=O)Nc1ncc(Cl)cc1Cl (configuration not stated)
-25	6	CCn1c2ccccc2c2cc(NC(=S)N3CCOCC3)ccc21
1	23	CCc1oc(C(=O)O)cc1COC
6	-18	CCCCNc1nc2ccccc2nc1NS(=O)(=O)c1cccs1
-4	10	O=S(=O)(c1ccc(Br)cc1)c1nc(-c2ccccc2)oc1NCc1cccnc1
12	-7	Nc1nnn(Cc2ccccc2)n1
-1	-8	Cn1c(SC/C=C/c2ccccc2)nnc1-c1ccco1
2	-3	Cc1ccc(CN2C(=O)CCC2C(=O)NCCN(CC(C)C)CC(C)C)cc1 (configuration not stated)
9	-3	Cc1cc(C)nc(Nc2n[nH]c(COc3cccc4ccccc34)n2)n1
-5	23	CCCOc1ccc(-c2nc(C#N)c(N3CCN(CC)CC3)o2)cc1
-17	0	COc1ccc(CNc2nc(-c3cccnc3)nn2C(=O)c2cccs2)cc1
1	10	Cc1sc(NC(=O)c2ccco2)c(C(c2ccc(F)cc2)N2CCN(C)CC2)c1C (configuration not stated)
-1	6	C/C(=N\Nc1ncc(Cl)cc1Cl)c1cccs1
-19	-3	N#Cc1c(NCCN)nc(-c2ccco2)c2c1CCCC2
-17	-5	CN1CCc2nc(NC(=O)c3cccc(OC(F)F)c3)sc2C1
-5	-6	COC(=O)CS(=O)(=O)c1nnc([C@H](Cc2ccccc2)NC(=O)OC(C)(C)C)o1
26	-20	Cc1ccc(Oc2c(C=O)c3ccccc3n2C)cc1
8	-2	Cc1nn(Cc2ccc(Cl)cc2)c(C)c1NC(=O)c1cc(-c2ccc3c(c2)OCO3)on1
0	-8	CCn1nnc(-c2ccccc2NC(=O)c2cnccn2)n1
-4	0	Cc1nc(SCC(=O)NCc2ccco2)c2c(=O)n(C)c(=O)n(CC(C)C)c2n1
83*	10	CN1/C(=C/C(=O)c2nc(S(C)(=O)=O)ncc2Cl)C(C)(C)c2ccccc21
3	15	Cc1ccc(-c2c3c(nc4sc(C(N)=O)c(N)c24)CCC3)cc1

Single entries from the list.
Result of Clc1cnc(N/N=C/c2cccs2)c(Cl)c1 under PGC1a acetyl inh: 5
Result of O=S(=O)(c1ccc(Br)cc1)c1nc(-c2ccccc2)oc1NCc1cccnc1 under ARNT TACC3 PPI: 10

New compounds follow.
PGC1a acetyl inh	ARNT TACC3 PPI	SMILES
2	0	COn1c(=O)c(=O)n(O)c2ccccc21
?	-7	O=S(=O)(c1ccc(Br)s1)N1CCN(Cc2ccc3c(c2)OCO3)CC1
11	16	CC(C)(C)C(=O)c1cnc(Nc2ccccc2)s1
0	14	Cc1ccc(S(=O)(=O)N2CCOCC2)cc1C(=O)OCC(=O)N1CCc2ccccc2C1
-1	9	CCOc1ccc(S(=O)(=O)N(CCO)CCO)cc1-c1nc2c(C(C)(C)C)nn(C)c2c(=O)[nH]1
5	5	CCOC(=O)N1CCN(C(=O)Cc2cccs2)CC1
-2	-2	CCN(CC)S(=O)(=O)c1cccc(-c2nnc(SCc3nnc(-c4ccccc4)o3)n2C)c1
1	61*	CCOC(=O)N1CCN(C(c2cccnc2)c2ccc3cccnc3c2O)CC1 (configuration not stated)
1	-12	CC(C)CCn1c(SCC(=O)N2CC(=O)Nc3ccccc32)nc2scc(-c3cccs3)c2c1=O
-6	1	COc1ccc(CNC(=S)Nc2ccccc2-c2ccccc2)cc1
2	-8	Cc1ccc(-c2noc(C3CCCCC3)n2)cc1
-6	-14	COc1ccc(C2(CN(C(C)=O)C(C)=O)CCCC2)cc1OC
0	-4	CCNC(=O)CC1C(=O)N(c2ccc(OC)cc2)C(=S)N1CCc1ccncc1 (configuration not stated)
-15	-37	O=C(COc1cccc2ccccc12)N1c2ccccc2CCc2ccccc21
-23	-1	CN(C)Cc1c(O)ccc2occ(C(O)c3ccccc3)c12 (configuration not stated)
2	-1	C=CCn1c(-c2cc(OC)c(OC)c(OC)c2)n[nH]c1=S
0	-10	Cc1cc(C)c(C#N)c(SCCS(=O)(=O)Cc2ccc(Cl)cc2)n1
-17	10	Cc1csc(NC(=O)c2c(O)c3c(n(CC(C)C)c2=O)CCCC3)n1
8	2	O=C(O)CCC(=O)Nc1ccc(N=Nc2ccccc2)cc1
-2	-4	CC(C)c1nc2n[nH]c(N)c2c2c1CSC(C)(C)C2
9	4	CCOc1ccc(NC(=O)Cn2sc3nc(C)cc(C)c3c2=O)cc1
-7	-3	Cc1ccc(-c2nn(-c3ccccc3)cc2C=C2C(=O)CC(C)(C)CC2=O)cc1
3	-3	COc1ccc(CCNC(=O)c2ccc(CNc3c(N4CCOCC4)c(=O)c3=O)cc2)cc1OC
8	-11	CC1CN(Cc2ccc(C#N)cc2Cl)CC(C)O1 (configuration not stated)
7	2	Cc1sc(NC(=O)c2ccco2)nc1-c1ccccc1
-8	-16	Cc1ccccc1OCC(=O)Nc1ccc(C(N)=O)cc1
-6	-5	Cc1cc2cc(C(c3nnnn3Cc3ccco3)N3CCc4ccccc4C3)c(=O)[nH]c2cc1C (configuration not stated)
-7	3	CC(C)Oc1nnnn1-c1ccccc1

An excerpt from above in order of length of the SMILES, descending.
PGC1a acetyl inh	ARNT TACC3 PPI	SMILES
-5	-6	Cc1ccc2nc(-c3ccc(NC(=O)CN(c4ccccc4C)S(C)(=O)=O)cc3)sc2c1
1	10	Cc1sc(NC(=O)c2ccco2)c(C(c2ccc(F)cc2)N2CCN(C)CC2)c1C (configuration not stated)
-13	-5	C/C(=N\OC(=O)c1ccc(Cl)cc1)c1sc(-c2ccccc2)nc1C
3	15	Cc1ccc(-c2c3c(nc4sc(C(N)=O)c(N)c24)CCC3)cc1
4	-2	CCOC(=O)Cn1nc(C)c(NC(=O)COc2ccc(F)cc2F)c1C
11	-16	Cc1ccc(Cl)cc1NC(=O)CCC(=O)Nc1cc(Cl)ccc1C

Laid out differently: entries from further up.
Results follow in this order: PGC1a acetyl inh, ARNT TACC3 PPI
Cc1ccccc1OCC(=O)Nc1ccc(C(N)=O)cc1
  -8, -16
Cc1cc2cc(C(c3nnnn3Cc3ccco3)N3CCc4ccccc4C3)c(=O)[nH]c2cc1C (configuration not stated)
  -6, -5

Not all compounds are listed. The share of hits here may be higher or lower than overall.
